Source: PubChem BioAssay (Sanford-Burnham Center for Chemical Genomics)
TAG inh = inhibitors of triacylglycerol accumulation, primary screen, cell-based, uHTS, fluorescence, H9c2; H9c2 cells, Nile Red lipid (TAG) fluorescence; cells loaded with 200 µM oleic acid; inhibition, % at 12.5 µM; 230,000 tested, 0.66% active; AID 651582, 2012;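 active = pattern-corrected inhibition of lipid staining of at least 50% with the nuclear-stain viability signal not falling by more than 50%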;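 note: 0% = DMSO wells and 100% = triacsin C control wells; some results filed as inactive read as strong as hits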
TAG inh DAPI viability = also measured in TAG inh; calls as there; DAPI nuclei signal change (viability), lower = more cytotoxic, %;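 whole-well DAPI fluorescence read on a plate reader as a viability signal; minus 50 percent equals half of cells still viable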
Active calls of the source: *; i = inactive. The list is partial; rates above refer to the full screens.

| SMILES | TAG inh | TAG inh DAPI viability |
| --- | --- | --- |
| Cc1ccccc1N1C(=O)N(c2cccc(C(F)(F)F)c2)C2CS(=O)(=O)CC21 (stereo not given) | -12 | 3 |
| CCCCCN(C(=O)CCC(=O)OCCOc1ccc(OCC)cc1)c1c(N)n(CCCC)c(=O)[nH]c1=O | 10 | -8 |
| COc1cccc(-c2nnc(NC(=O)c3ccc(S(=O)(=O)N4CCOCC4)cc3)o2)c1 | 6 | -3 |
| Nc1[nH]c(=S)[nH]c(=O)c1-c1ccccc1 | 9 | -4 |
| Cc1cc(C)n2c3c(c(C#N)c2n1)CC(C)(C)OC3 | -12 | 20 |
| NC(=O)c1nsc(C(=O)N(CC(=O)NCc2ccc3c(c2)OCO3)C2CCCCC2)c1N | -11 | 3 |
| CCOC(=O)Cc1csc(NC(=O)CCCc2ccccc2)n1 | 7 | 6 |
| CCOC(=O)C(NC(C)=O)(Nc1ccc(S(=O)(=O)Nc2cc(C)nc(C)n2)cc1)C(F)(F)F (stereo not given) | -8 | 6 |
| COc1ccccc1C1OCC(C)([N+](=O)[O-])CO1 (stereo not given) | 5 | 4 |
| O=C(NC1CC1)c1ccc2nc([C@@H]3O[C@H](CO)[C@H](O)[C@H](O)[C@H]3O)[nH]c2c1 | 7 | -8 |
| O=C(N/N=C/c1ccc[nH]1)c1ccc(COc2cccc3cccnc23)cc1 | 83 | -70 |
| Cc1nc2ccccc2c(=O)[nH]1 | -6 | 18 |
| CC(CN1CCC(n2nccc2NC(=O)C2CCCC2)CC1)c1ccccc1 (stereo not given) | 6 | 0 |
| Oc1ccc(CNc2ccc(F)cc2)c2cccnc12 | -33 | -5 |
| C=CCc1ccccc1OCC(O)CN1C(=O)c2ccccc2C1=O (stereo not given) | -4 | -8 |
| COc1ccc(NS(=O)(=O)c2ccc(OC)c(OC)c2)cc1OC | -3 | 4 |
| O=C(CN1CCN(c2ccccc2)CC1)Nc1nccs1 | -29 | -8 |
| CCCN(CCC)CCCNC(=S)Nc1ccc2nc(N3CCN(C)CC3)cc(C)c2c1 | 9 | 16 |
| COc1ccc(OCCCON2C(=O)c3ccccc3C2=O)cc1 | -6 | -2 |
| O=C(c1cc(COc2ccc3ncccc3c2)on1)N1CCCC1 | -26 | -7 |
| Brc1ccccc1OCCCCn1cnc2ccccc21 | -17 | -3 |
| Cc1ccc(C(=O)NCCc2nnc3ccc(SCC(=O)Nc4nnc(C)s4)nn23)cc1 | 53 | -59 |
| Cc1ccc2c(C)c(C(=O)Nc3ccc(S(N)(=O)=O)cc3)oc2c1C | -14 | 6 |
| N#C/C(=C\c1cccn1S(=O)(=O)c1cccc([N+](=O)[O-])c1)S(=O)(=O)c1ccc(F)cc1 | -8 | 3 |
| O=S(=O)([N-]c1nc2ccccc2nc1-n1cc[n+](Cc2ccccc2)c1)c1ccccc1 | 0 | -3 |
| CCn1c(SCC(=O)Nc2ccc(OC)c(OC)c2)nnc1-c1c[nH]c2ccccc12 | 11 | 2 |
| C[C@H](NC(=O)C1CCN(S(=O)(=O)c2ccccc2)CC1)C(=O)NCc1ccncc1 | 9 | 18 |
| O=C(NCc1nnnn1-c1ccc(F)cc1)C(=O)c1c[nH]c2ccccc12 | -20 | 19 |
| COc1cccc(CNc2ncnc3cc(OC)c(OC)cc23)c1 | -4 | 8 |
| CN1CCN(NC(=O)c2ccc(Cl)c(S(=O)(=O)Nc3ccc(Cl)cc3)c2)CC1 | -1 | -3 |
| COc1ccc(NC(=O)CN(Cc2ccco2)Cc2ccco2)cc1S(=O)(=O)N1CCCCC1 | -34 | -11 |
| COCCCNCC(O)COc1ccccc1F (stereo not given) | -2 | -6 |
| O=C(NCCc1c[nH]c2ccccc12)C(=O)NCC(c1cccnc1)N1CCN(c2ccccc2)CC1 (stereo not given) | 7 | -3 |
| O=C(CSc1nc(-c2ccccc2)ns1)NCC1CCCO1 (stereo not given) | -5 | 6 |
| CCCCn1c(CCC)nc([N+](=O)[O-])c1Sc1ccc(Cl)cn1 | -24 | 1 |
| O=C(NCCCN1CCOCC1)C1(c2ccccc2)CCOCC1 | 5 | 7 |
| CC1CCCN(C(=O)CSc2nnc(-c3ccncc3)n2C)C1 (stereo not given) | 3 | -4 |
| CC12Cc3ccc4ccccc4c3C=C1C[N+](C)(C)C2 (stereo not given) | 1 | 7 |
| COc1ccc(C2C(C(C)=O)=C(O)C(=O)N2c2nc3ccccc3s2)cc1OC (stereo not given) | 11 | 18 |
| COC(=O)[C@]1(C)N[C@H](c2ccc(-c3ccc(F)cc3)cc2)[C@@H]2C(=O)N(C)C(=O)[C@@H]21 | -6 | 3 |
| COc1ccc(C(=O)Nc2nnc(SCC(=O)Nc3ccc(NC(C)=O)cc3)s2)c(OC)c1 | 6 | 5 |
| CN(C)c1ccc(/C=N/NC(=O)c2ccnn2C)cc1 | -2 | -4 |
| NC(=O)C1(Nc2ccc(-c3ccc(Br)cc3)cc2)CCCC1 | 10 | 1 |
| O=C1NC(c2ccccn2)Nc2sc3c(c21)CCC3 (stereo not given) | 12 | 4 |
| CCc1nnc(NC(=O)c2cccc(NC(=O)C(C)C)c2)s1 | -4 | 2 |
| CC(=O)NCCNC(=O)C1(C)Cc2c(-c3cccc(C(F)(F)F)c3)ccnc2O1 (stereo not given) | -4 | 2 |
| O=C(CSc1nnc2ccc(-c3ccc(F)cc3)nn12)N1CCCC1 | 9 | -8 |
| CS(=O)(=O)c1ccc(Cl)c(NC(=O)CCNC(=O)c2ccco2)c1 | 13 | -5 |
| CCCC(=O)Nc1ccc(-c2nc3cc(C)c(C)cc3o2)c(O)c1 | 7 | i |
| Nn1c(SCC(=O)N2CCOCC2)nnc1-c1ccco1 | 0 | -5 |

Reformatted as labelled records: part of the list above
COc1ccc(NC(=O)CN(Cc2ccco2)Cc2ccco2)cc1S(=O)(=O)N1CCCCC1
  TAG inh: -34 | TAG inh DAPI viability: -11

O=C(CSc1nc(-c2ccccc2)ns1)NCC1CCCO1 (stereo not given)
  TAG inh: -5 | TAG inh DAPI viability: 6

CC1CCCN(C(=O)CSc2nnc(-c3ccncc3)n2C)C1 (stereo not given)
  TAG inh: 3 | TAG inh DAPI viability: -4

COc1cccc(CNc2ncnc3cc(OC)c(OC)cc23)c1
  TAG inh: -4 | TAG inh DAPI viability: 8

4 compounds picked at random from the list so far, as already listed:
| SMILES | TAG inh | TAG inh DAPI viability |
| --- | --- | --- |
| Nc1[nH]c(=S)[nH]c(=O)c1-c1ccccc1 | 9 | -4 |
| CN(C)c1ccc(/C=N/NC(=O)c2ccnn2C)cc1 | -2 | -4 |
| Cc1ccccc1N1C(=O)N(c2cccc(C(F)(F)F)c2)C2CS(=O)(=O)CC21 (stereo not given) | -12 | 3 |
| N#C/C(=C\c1cccn1S(=O)(=O)c1cccc([N+](=O)[O-])c1)S(=O)(=O)c1ccc(F)cc1 | -8 | 3 |

Other structures.
| SMILES | TAG inh | TAG inh DAPI viability |
| --- | --- | --- |
| O=C(NCc1ccccc1)c1cc(C2COCCN2C(=O)C/C=C/c2ccccc2)on1 (stereo not given) | 23 | -11 |
| Cc1ccc(NC(=O)COC(=O)C2CSC3(C)CCC(=O)N23)cc1S(=O)(=O)N1CCOCC1 (stereo not given) | 7 | -18 |
| CCN(CC(=O)Nc1ccc(NC(C)=O)cc1)C(=O)CCN1C(=O)c2cccc([N+](=O)[O-])c2C1=O | 5 | -9 |
| Cc1noc(C)c1-c1nc(CSc2ccccc2)no1 | -11 | 2 |
| COC(=O)c1cc(-c2ccccc2)n(CC(=O)O)c1C | 1 | 4 |
| COC(=O)c1ccc2c(=O)[nH]c(CN3c4ccccc4CC3C)nc2c1 (stereo not given) | 4 | 4 |
| CCN1C(c2ccccc2)C(C)C(=O)C(C)C1c1ccccc1 (stereo not given) | -2 | -1 |
| Cc1ccc(S(=O)(=O)N(C)c2ccc(OCC(=O)Nc3ccc(S(C)(=O)=O)cc3)cc2)cc1 | -12 | -6 |
| Cc1cccc(S(=O)(=O)NC(=O)C2(C)CCN2C(=O)Cc2ccc(Cl)cc2Cl)c1 (stereo not given) | -1 | 11 |
| O=C(OCC(=O)N1CCN(C(=O)COC(=O)c2ccncc2)CC1)c1ccncc1 | -18 | 23 |
| Cc1cc(C)c2c(n1)sc1c(=O)n(Cc3ccccc3Cl)nnc12 | 5 | -4 |
| COC(=O)CN1C(=O)c2cccc3cccc1c23 | 1 | 7 |
| CC1CCN(C(=O)c2[nH]cnc2C(=O)NC2CCN(C(=O)OC(C)(C)C)CC2)CC1 | 10 | -5 |
| CCOC(=O)c1c(NC(=O)C2C3CCC(O3)C2C(=O)O)sc(C)c1-c1ccc(F)cc1 (stereo not given) | 14 | -5 |
| C[C@@H]1CN([C@H](C)CO)C(=O)c2cc(NS(=O)(=O)c3cn(C)cn3)ccc2O[C@@H]1CN(C)S(C)(=O)=O | -12 | 0 |
| COc1ccc(C(=O)NC(=S)NNC(=O)CNC(=O)C2CCCCC2)cc1 | 15 | -14 |
| COc1ccc(OC)c(Nc2nc(N)nc(CCl)n2)c1 | 8 | 2 |
| Cc1onc(-c2c(F)cccc2Cl)c1C(=O)NC1CC1 | 11 | 2 |
| C/C(=N\NC(=O)Cn1nc(C)c([N+](=O)[O-])c1C)c1ccco1 | 7 | 3 |
| COc1ccc(Cl)cc1C(Nc1cccnc1)c1ccc2cccnc2c1O (stereo not given) | 6 | -12 |
| Cc1cccc(N2CC(C(=O)Nc3nnc(SCCN4CCOCC4)s3)CC2=O)c1 (stereo not given) | -5 | -2 |
| N#CC1(NC(=O)CSc2nnc(Cc3ccccc3)o2)CCCCC1 | 13 | -28 |
| CCOC(=O)c1csc(N)n1 | -5 | -4 |
| Nc1nc(NC(=O)c2cccc(S(=O)(=O)N3CCCCCC3)c2)nc(-c2ccccc2)n1 | 7 | 7 |
| COc1ccccc1NS(=O)(=O)c1cccc(C(=O)N2CCN(Cc3ccc4c(c3)OCO4)CC2)c1 | 11 | -2 |
| Cc1csc2ncnc(NNC(=O)c3ccc(Cl)cc3)c12 | -1 | -8 |
| COc1ccccc1OCCC(=O)N1CCN(c2ccccc2OC)CC1 | 14 | 0 |
| C/C(=N/NC(N)=S)c1ccc(Br)s1 | -12 | -1 |
| Cc1cccc(-n2ccnc2SCC(=O)Nc2cc(C)on2)c1 | 6 | 4 |
| COc1ccc(NC(=O)COC(=O)CC23CC4CC(CC(C4)C2)C3)c([N+](=O)[O-])c1 | 4 | 2 |
| N#CC1=C(N)NC(SCC(=O)Nc2ccccc2)=C(C#N)C12CCCCC2 | -27 | 5 |
| CC12CCC(=O)C=C1CCC1C3CC(O)C(O)(C(=O)CO)C3(C)CC(O)C12F (stereo not given) | 25 | 17 |
| O=C(Cn1c(CO)nc2ccccc21)NCCc1ccccc1 | 0 | -7 |
| Cc1ccccc1S(=O)(=O)NC(=O)C1(C)CCN1C(=O)C/C=C/c1ccccc1 (stereo not given) | 8 | 4 |
| COc1ccc(NC(=O)CNS(=O)(=O)c2cccs2)cc1 | -15 | 5 |
| CC(C)CC(C(=O)NC(=O)NCc1ccccc1)N1C(=O)c2ccccc2C1=O (stereo not given) | 13 | -4 |
| O=C(CNS(=O)(=O)c1ccccc1)N1CCN(Cc2ccccc2)CC1 | -21 | 5 |
| CC(=O)Nc1cccc(-c2ccnc3c2CC(C(=O)Nc2ccc(C(C)C)cc2)O3)c1 (stereo not given) | -28 | 16 |
| Cc1ccccc1CNC(=O)c1cc(COc2ccc(F)cc2F)on1 | -5 | -6 |
| COc1cc(C(=O)Nc2ccc3c(c2)CCCN3C(=O)c2ccco2)c([N+](=O)[O-])cc1OC | 3 | -8 |
| O=C(CSc1nnc(NC(=O)Cc2ccc(F)cc2)s1)NCc1ccco1 | -30 | -1 |
| O=C(CC(c1ccccc1)c1ccco1)N1CCOCC1 (stereo not given) | -6 | -1 |
| COc1cc(OC)cc(C(=O)NNC(=O)CCC2CCCC2)c1 | -19 | 4 |
| O=C(O)c1cncc(SCc2ccccc2)n1 | 5 | 3 |
| O=c1cc(O)c2ccccc2n1Cc1ccccc1 | -18 | 10 |
| COc1ccc(NC(=O)/C(C#N)=C\c2ccc(-c3cccc(C(=O)O)c3C)o2)cc1 | 2 | 1 |
| Cc1cc(NC(=O)C2(C)CCN2C(C)C)c2ccccc2n1 (stereo not given) | 2 | -2 |
| CC(C(=O)Nc1ccccc1C#N)N1C(=O)NC2(CCCCCC2)C1=O (stereo not given) | 9 | -2 |
| C/C=C/c1ccc(OCC(=O)Nc2ccc(C(N)=O)cc2)c(OC)c1 | -27 | 6 |
| CCOC(=O)c1[nH]c2ccccc2c1NC(=O)c1ccco1 | 3 | 4 |

Following part.
| SMILES | TAG inh | TAG inh DAPI viability |
| --- | --- | --- |
| CCN(C1CCCCC1)S(=O)(=O)c1cn(C)c(=O)n(C)c1=O | -11 | 8 |
| Cc1ccc(S(=O)(=O)/C(=C\N(C)C)c2cnc(Cl)s2)cc1 | -33 | -2 |
| CCc1cc2c(SCC(=O)C(C#N)=C3N(C)c4ccccc4N3C)ncnc2s1 | -11 | 11 |
| O=C(CCC(=O)OCC(=O)c1ccc(Br)cc1)NC1CCCCC1 | -11 | 7 |
| COc1cc(Cl)c(NS(=O)(=O)c2cc3[nH]c(=O)c(=O)[nH]c3cc2C)c(OC)c1 | 8 | -7 |
| COc1ccc(N2CCN(c3ncnc4nc[nH]c34)CC2)cc1 | -27 | 21 |
| CCOC(=O)C1(CCC(=O)OCc2ccccc2)CCCCC1=O (stereo not given) | -2 | 0 |
| Cc1cccc(C)c1OCc1cc(C(=O)NC2CCC(O)CC2)no1 (stereo not given) | 4 | -1 |
| CCOCCCNCc1c(Cl)cccc1Cl | -8 | 5 |
| CC(C)Cc1cc(C(=O)N2CCN(C(c3ccccc3)c3ccccc3)CC2)no1 | -16 | 1 |
| COC(=O)CCN(C(=O)c1cccc([N+](=O)[O-])c1)c1ccccn1 | -2 | 6 |
| Cc1ccc(S(=O)(=O)n2ccc(=O)[nH]2)cc1 | -2 | -7 |
| Cc1cc(NS(=O)(=O)c2ccc(NC(=O)COc3ccc(Cl)cc3Cl)cc2)no1 | -17 | 7 |
